LDHA inh = inhibitors of human lactate dehydrogenase A. purified LDHA, NADH/diaphorase-resazurin fluorescence; stronger effect = lower value. P00338. hit rate 0.15% among 480,000. AID 1347041. activity change, % (values are at about 110 or 230 µM); in the data active = activity change below about -30%; inconclusive = mostly about -25% to -30%;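 also: plate controls were DMSO wells for no effect and wells without enzyme for full effect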
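Human LDH5 (2 nM) was incubated with 0.06 mM NADH and 0.2 mM pyruvate for 5 min at room temperature in Tris pH 7.4. Remaining NADH was coupled through diaphorase/resazurin, and resorufin fluorescence was read at 0 and 20 min.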
Vif-APOBEC3F blk = blocks the Vif interaction with APOBEC3F. HeLa A3F-eYFP + Vif (tagged APOBEC3F with the HIV-1 protein that degrades it), YFP fluorescence increase. Potency, µM (series often up to 46.1 µM), for the others: at the top dose activity, negative = active. hit rate 0.2% among 390,000; also: potency is read from the fitted curve at half-maximal effect; % of control where 0% means no effect; nearly all actives have a fitted effect of over 65% in size
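HeLa cells stably expressing Vif plus C-terminally eYFP-tagged A3F were seeded, incubated overnight at 37 deg C, dosed with compound, incubated overnight again at 37 deg C. Yellow fluorescence (Ex 488/Em 500-530) reported blocked Vif-mediated A3F-eYFP degradation.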
RGS4 inhibitor = human RGS4 inhibition. P49798. hit rate 0.039% among 390,000. Transcreener GDP fluorescence polarization, RGS4-accelerated GTP hydrolysis. Potency, µM (highest dose often 114 µM), for the others: at the top dose activity change, negative = inhibition, most hits filed as inhibitors; also: potency is read from the fitted curve at half-maximal effect; % is scaled to controls: 0 for no effect and ±100 for the full control effect; nearly all actives have a fitted effect of over 75% in size; some results filed as inactive show a strong effect at the top dose
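MLSMR compounds (23 nl, pin-transferred) preincubated 10 min at room temperature with a 500nM (2x) first reagent, then RGS4 at 900nM (2x) plus Transcreener GDP mix added; fluorescence polarization (620/688 nm) read before and after 90 min at 30 °C.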
Vif-A3G inh = inhibitors of Vif-APOBEC3G interaction | HeLa A3G-eYFP + Vif (tagged APOBEC3G with the HIV-1 protein that degrades it), YFP fluorescence, overnight | Potency, µM (highest dose often 46.1 µM), for the others: at the highest dose activity, negative = active, usual class: inhibitors | hit rate 0.076% among 410,000;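 also: potency is read from the fitted curve at half-maximal effect; % is scaled to controls: 0 for no effect and ±100 for the full control effect; nearly all actives have a fitted effect of over 60% in size; hits raise eYFP signal because A3G escapes Vif-driven loss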
Target sequence (Q9HC16 whole entry, looked up): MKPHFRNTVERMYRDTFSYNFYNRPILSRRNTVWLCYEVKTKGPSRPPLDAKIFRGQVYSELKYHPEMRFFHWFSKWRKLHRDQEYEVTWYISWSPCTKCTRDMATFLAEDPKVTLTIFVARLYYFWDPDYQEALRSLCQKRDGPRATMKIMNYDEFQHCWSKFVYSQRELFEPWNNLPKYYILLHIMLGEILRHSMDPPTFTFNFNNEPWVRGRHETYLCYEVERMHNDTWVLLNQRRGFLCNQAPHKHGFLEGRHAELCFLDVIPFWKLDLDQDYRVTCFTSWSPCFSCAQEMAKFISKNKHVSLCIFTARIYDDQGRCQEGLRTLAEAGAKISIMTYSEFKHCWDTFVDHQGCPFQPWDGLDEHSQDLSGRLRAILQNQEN
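HeLa cells stably expressing Vif and C-terminally eYFP-tagged A3G, seeded overnight at 37 deg C, then exposed to compound by pintool overnight at 37 deg C. Rise in yellow fluorescence (Ex 488/Em 500-530, Acumen) marks blocked Vif-driven A3G degradation.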
GRP78 ERSR act = induces the endoplasmic reticulum stress response in human glioma cells | U87-MG GRP78 promoter luciferase reporter, 16 h | Potency, µM, for the others: at the highest dose activation, actives largely listed as activators | hit rate 0.02% among 420,000; also: potency is read from the fitted curve at half-maximal effect; series mostly up to about 76 µM; % of control where 0% means no effect; nearly all actives have a fitted effect of over 35% in size
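Stably transfected U87-MG human glioma cells carrying a GRP78-based luminescent sensor were seeded at 1000 cells/well, pin-dosed with compounds and incubated 16 h. Luciferase reagent was then added, and end-point luminescence was read after 10 min at room temperature.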
D2 agonist = D2 dopamine receptor (human) agonism; P14416; HEK293 T-REx D2 cells, calcium flux agonist mode; activation, % at 2 µM; hit rate 0.53% among 340,000; AID 485358;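 active = activation over 3 SD above normal in the single-dose calcium agonist read, cut at about 30% in these data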; also: 0% is about no effect
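Agonism is scored from calcium flux in a force-coupled, inducible HEK293 cell line expressing D2, read kinetically for 180 s after compound addition against dopamine controls.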
ALOX12 inh = blocks human arachidonate 12S-lipoxygenase | P18054 | purified 12hLO, xylenol orange hydroperoxide absorbance | Potency, µM (highest dose often 108 µM), for the others: top-dose activity change, negative = inhibition, usual class: inhibitors | hit rate 1.1% among 580,000 | AID 1671190; also: potency is read from the fitted curve at half-maximal effect; % is scaled to controls: 0 for no effect and ±100 for the full control effect
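Hydroperoxide product was detected by ferrous iron/xylenol orange as the 573 to 405 nm absorbance ratio. Arachidonic acid at 40 uM (final) was turned over for 30 min at room temperature by 150 nM human 12hLO, pH 7.0 Hepes buffer, after 15 min compound preincubation.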
ERG Ets-DNA blk = blocks human ERG Ets domain binding to DNA; Potency, µM (highest dose often 76.9 µM), inactives show at the highest dose FP activity, negative = inhibition, most hits filed as inhibitors; hit rate 0.028% among 370,000; fluorescence polarization, His-ERG Ets domain / labelled DNA; AID 624246; active = well fitted inhibition curve with a large enough effect in the polarisation, with a control signal flat; inconclusive = small, poorly fitted or top-dose-only effect, or effect the other way, or a change in a side signal; inactive = no such curve, though single readings can be large or run the other way; the % refers to the polarisation;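 also: polarization taken with two DNA probes labelled with fluorescein and Texas red; potency is read from the fitted curve at half-maximal effect; % of control where 0% means no effect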
Target sequence (P11308 whole entry, looked up, the tested form may be a part): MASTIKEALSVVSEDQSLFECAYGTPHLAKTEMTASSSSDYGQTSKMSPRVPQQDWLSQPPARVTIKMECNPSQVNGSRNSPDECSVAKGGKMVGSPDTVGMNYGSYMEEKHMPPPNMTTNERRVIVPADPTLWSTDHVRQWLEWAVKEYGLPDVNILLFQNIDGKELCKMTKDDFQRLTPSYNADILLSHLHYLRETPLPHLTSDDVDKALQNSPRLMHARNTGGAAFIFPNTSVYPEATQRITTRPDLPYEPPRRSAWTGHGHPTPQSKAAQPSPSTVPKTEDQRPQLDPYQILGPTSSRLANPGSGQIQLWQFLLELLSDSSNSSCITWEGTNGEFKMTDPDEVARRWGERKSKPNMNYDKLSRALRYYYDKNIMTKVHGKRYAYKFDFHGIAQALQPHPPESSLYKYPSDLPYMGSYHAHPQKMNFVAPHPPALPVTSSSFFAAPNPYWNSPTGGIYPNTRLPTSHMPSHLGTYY
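His-tagged ERG Ets domain (1 uM in the protein solution; 300mM KCl, 50mM Tris-HCl, 1mM EDTA, 1mM DTT, pH 7.5) received compound, then a probe mix of 5 nM fluorescein-DNA and 100nM Texas-615-DNA. Fluorescence polarization was read for both dyes.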
D2 antagonist = antagonists of human D2 dopamine receptor; P14416; HEK293 TREx D2 cells, calcium flux, dopamine EC80; inhibition, % at 10 µM; hit rate 2% among 340,000; AID 485344; in the data active = inhibition above about 30%; also: 0% is about no effect
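In this primary screen, negative modulation is detected by tracking calcium flux after an EC80 dopamine challenge in inducible HEK293 T-REx D2 cells preexposed to test compound for 180 s.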
The depositor's hits bear a star; ? = inconclusive; nt = not tested or not shown; & = joins results of further samples; [ ] = another dose, or the depositor's remark. Unless noted, calls follow the shape of the dose curve; as a rule, active = well fitted curve in the direction sought with a large enough effect; inconclusive = small, poorly fitted or top-dose-only effect, or another doubt; inactive = no such curve, though single readings can be large; an effect the other way counts as inactive or inconclusive.

SMILES	LDHA inh	Vif-APOBEC3F blk	RGS4 inhibitor	Vif-A3G inh	GRP78 ERSR act	D2 agonist	ALOX12 inh	ERG Ets-DNA blk	D2 antagonist
COc1ccccc1NC(=O)/C(=C/c1cccs1)NC(=O)c1ccco1	-3	-14%	-6%	0%	-4%	0.7	1%	-7%	8
CCC(C(=O)Nc1cc(C)ccc1OC)n1nnc(C(=O)OC)c1C(=O)OC (stereo not given)	1	4%	-11%	1%	-4%	-1.4	-12%	4%	nt
CCc1ccc(/C=C2\Oc3c(ccc(O)c3CN3CCN(CCO)CC3)C2=O)cc1	0	0%	3%[11.4 µM]	0%	-1%	27	0%	1%	-4
CC(C)(C)OC(=O)N1CCC(c2c(C(=O)NCCN3CCc4ccccc4C3)cnn2-c2ccc(F)cc2F)CC1	0	3%	-3%	2%	-2%	nt	-18%	2%	nt
O=C(CN1C(=O)NC2(CCCCC2)C1=O)NCCc1ccc(Cl)cc1Cl	2	2%	0%	-2%	-6%	nt	-6%	6%	nt
CCOc1ccc(N/C(C)=C/C(=O)c2ccc3c(c2)OCCO3)cc1	5	12%	8%	2%	0%	0.3	-12%	-9%	12
COc1cccc(C2CC(c3ccc(C)cc3)Nc3nc(N)nn32)c1 (stereo not given)	-2	-4%	-3%	-5%	-4%	0.5	7%	5%	-8
C=CCC[C@@H](Cc1ccc(F)cc1)C(=O)OC[C@@H](Cc1c[nH]c2ccccc12)NC(=O)[C@@H](CC=C)CC(=O)N[C@@H](CO)Cc1ccccc1	-2	0%	3%	0%	1%	nt	7%	-9%	nt
CCC(C)(C)n1nnnc1C(c1cc(OC)c(OC)c(OC)c1)N1CCN(c2ccccc2)CC1 (stereo not given)	-6	-14%	36%	-2%	0%	-0.2	0%	-11%	-16
Cc1cccc(CN2CCN(Cc3cccc4nonc34)CC2CCO)n1 (stereo not given)	-3	-12%	-14%	0%	-1%	1.7	13%	18%	6
Cn1c(=O)c2c(nc(Sc3ncccn3)n2Cc2ccccc2Cl)n(C)c1=O	-4&-5	-1%	8%	1%	-6%	0.4	1%&18%	8%	10
c1ccc(SCCOCCn2cncn2)cc1	-15	1%	32%	1%	-4%	2.3	?	7%	12
O=C(CCc1ccccc1)NC(NC(=S)Nc1cccc(Cl)c1)C(Cl)(Cl)Cl (stereo not given)	-15	1%	-11%	2%	-1%	-0.4	-10%	nt	0
Cn1c(COc2ccccc2)nnc1SCC(=O)c1cccc([N+](=O)[O-])c1	-3	-2%	-4%	0%	-6%	0.2	-13%	nt	-20
C=CCN(c1ccc(Br)cc1C(=O)OC)S(C)(=O)=O	-2	3%	-12%	3%&0%	-2%&0%	0.2	?	3%	-4
Cc1ccc(CNC(=O)Cn2ccn(-c3ccc(F)c(F)c3)c(=O)c2=O)cc1	2	1%	-1%	0%	-2%	0.5	-4%	4%	nt
C[C@]12CC[C@H](O)CC1=CCC1C2CC[C@@]2(C)C1CC[C@@H]2NCc1ccccc1 (stereo not given in full)	-16	-7%	nt	4%	-2%	nt	-3%	nt	nt
Cc1ccc(C(=O)NC2c3ccccc3-c3ccccc32)cc1	-2	-4%	-6%	?	-4%	-1.1	-3%	-6%	-9
O=C(C1CCCN(S(=O)(=O)c2cccc3nonc23)C1)N1CCN(c2ccccc2F)CC1 (stereo not given)	-1	-2%	3%	5%	-4%	0.1	?	0%	nt
COc1ccc(/C=C/C(=O)Nc2sc(Cc3ccccc3)c(C)c2C(N)=O)cc1	3	-16%	-2%	0%	-2%	-0.4	-30%	-1%	17
O=C(CSc1nnc(-c2ccc3c(c2)OCCO3)o1)N1CCCC1	8	2%	-22%	-5%	-13%	0.0	0%	-3%	-9
CCN(CC)C(=O)C1=C(C)N(Cc2ccc(C(C)(C)C)cc2)C(=O)C(CC(=O)NC2CCCCC2)C1 (stereo not given)	1	-3%	nt	0%	1%	nt	1%	nt	nt
CCC(C)C(NC(N)=O)C(=O)Nc1ccc(S(=O)(=O)Nc2ccc(OC)cc2)cc1 (stereo not given)	-1	4%	-5%	-7%	4%	-0.1	?	-1%	-8
Cc1cccc(C(=O)Oc2ccc(/C=N/O)cc2)c1	1	-7%	-25%	-9%	?	-0.9	?	29%	15
Cc1nn(CCOc2ccc(Br)cc2)c(C)c1[N+](=O)[O-]	0	5%	-17%	-6%	-4%	-0.3	-5%	-7%	2
CC(C)CC(=O)NC(=S)Nc1cccc(NC(=O)c2ccccc2Cl)c1	-8	-9%	-15%	-4%	-4%	nt	?	-10%	nt
CN(C)CCCN(C(=O)c1cc(Cl)sc1Cl)c1nc2cc3c(cc2s1)OCO3	2	?	13%	0%	5%	3.7	?	1%	-3
O=C1CC(c2ccc(F)c(Br)c2)C2=C(CCCC2=O)N1 (stereo not given)	-3	4%	2%[11.4 µM]	-5%	-5%	1.8	0%	4%	-6
CCN(CC)Cc1c(C(=O)N/N=C/c2cccc(OCc3ccc(F)cc3)c2)nnn1-c1nonc1N	-2	-4%	-9%	-4%	-6%	0.3	-4%	8%	5
CCOc1ccc(C2c3c(oc4ccc(C)cc4c3=O)C(=O)N2CCCN(C)C)cc1OC (stereo not given)	4	-3%	-16%	0%	-3%	2.7	-21%	0%	nt
O=C(NC(=S)Nc1ccc2nc[nH]c2c1)c1ccccc1	1	-6%	-30%	?	17%	-1.7	10%	8%	-5
O=C(COC(=O)c1ccc(Br)cc1)NCCc1ccccc1	0	5%	-21%	-1%	-1%	0.1	-17%	3%	-14
O=C(O)c1ccc([N+](=O)[O-])cc1Sc1ccsc1	-5	1%	11%	1%	-5%	nt	?	-9%	nt
CCN(CC)S(=O)(=O)c1ccc(C(=O)OCn2nnc3ccccc3c2=O)cc1	-7	-5%	14%	0%	-4%	1.2	52%[activator]	2%	7
COc1cccc(NC(=O)Nc2nnc(Cc3ccc(OC)c(OC)c3)s2)c1	-8	-21%	-31%	-15%	-5%	0.3	-9%	9%	-5
Cc1cccc(Cn2c(SCc3ccc(C(=O)NCc4ccccc4)cc3)nc3cccnc32)c1	3	1%	-5%	-8%	-4%	0.2	-20%	2%	nt

Continued (5 carried over from the part before).
SMILES	LDHA inh	Vif-APOBEC3F blk	RGS4 inhibitor	Vif-A3G inh	GRP78 ERSR act	D2 agonist	ALOX12 inh	ERG Ets-DNA blk	D2 antagonist
O=C(COC(=O)c1ccc(Br)cc1)NCCc1ccccc1	0	5%	-21%	-1%	-1%	0.1	-17%	3%	-14
O=C(O)c1ccc([N+](=O)[O-])cc1Sc1ccsc1	-5	1%	11%	1%	-5%	nt	?	-9%	nt
CCN(CC)S(=O)(=O)c1ccc(C(=O)OCn2nnc3ccccc3c2=O)cc1	-7	-5%	14%	0%	-4%	1.2	52%[activator]	2%	7
COc1cccc(NC(=O)Nc2nnc(Cc3ccc(OC)c(OC)c3)s2)c1	-8	-21%	-31%	-15%	-5%	0.3	-9%	9%	-5
Cc1cccc(Cn2c(SCc3ccc(C(=O)NCc4ccccc4)cc3)nc3cccnc32)c1	3	1%	-5%	-8%	-4%	0.2	-20%	2%	nt
O=C(O)c1cccc2c1C(=O)c1ccc(-c3ccc(F)cc3OCc3ccccc3)cc1S2(=O)=O	-14	1%	-13%	-20%	4%	-1.5	nt	-1%	5
CCOC(=O)C1=C(CN2CCOCC2)NC(=O)NC1c1cccc([N+](=O)[O-])c1 (stereo not given)	-7	-3%	-4%	-1%	-6%	-0.3	27%	3%	-24
Cc1ccc(NC(=O)N2CCc3c(sc4c3CCCC4)C2c2ccccc2)cc1F (stereo not given)	-4	4%	-16%	-2%	1%	0.5	-12%	1%	nt
CNc1oc(-c2ccccc2Cl)nc1C#N	-6	-11%	-35%	-14%	-1%	-0.6	?	-16%	-5
O=c1cc(C(F)(F)F)[nH]c2c(C(F)(F)F)cccc12	-15	-1%	1%	-2%	-5%	16	nt	-3%	9
COc1ccc(C2(C(=O)NCC3CCCO3)CCOCC2)cc1 (stereo not given)	-4	-6%	?	0%	-1%	0.2	?	2%	3
COc1ccc(NC(=O)CN(C)S(=O)(=O)c2ccc3c(c2)CC(C)N3C(C)=O)cc1OC (stereo not given)	1	-7%	6%	-1%	-3%	0.7	3%	-3%	-6
Cc1c(-c2ccc(Br)cc2)[n+](=O)c2c(n1[O-])CCCC2	-16	-10%	19%	2%	-3%	6.7	4%	5%	-3
O=c1o[nH]c(-c2ccccc2)c1-c1ccccc1	-3	6%	-25%	-5%	-5%	nt	32%[activator]	?	nt
Cc1ccc(NC(=O)CCN2C(=O)c3cccc([N+](=O)[O-])c3C2=O)c(Br)c1	-3	-20%	-4%	0%	2%	0.7	8%	4%	7
CCCN1CCN(CCCNC(=O)c2cnn(-c3ccc(F)cc3)c2-n2cccc2)CC1	-12	4%	0%	0%	-2%	nt	-1%	8%	nt

Screens from PubChem.

Some of the compounds tested; count on the stated rates, not on these rows.
